# Source: PubChem (National Center for Advancing Translational Sciences (NCATS))
# HP1b chromo inh: inhibitors of HP1-beta chromodomain binding to methylated histone tails | Potency, µM (doses to about 114 µM), for inactives: at the highest dose activity change, negative = inhibition, usual class: inhibitors | hit rate 0.56% among 390,000 | AID 540317 | AlphaScreen HP1-beta / biotin-H3K9me3 peptide binding | P83916; note: nearly all actives have a fitted effect of over 70% in size; inactives centre near 23
#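 HP1-beta protein (50 nM final) preincubated 30 min at room temperature with biotinylated H3(1-18)K9me3 peptide (50 nM) in PBS pH 7.4, 0.01% Tween-20, then compound added for 30 min. AlphaScreen streptavidin donor/nickel chelate acceptor beads (10 ug/mL final), 30 min dark, luminescence read.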
# G9a block: blocks human histone lysine methyltransferase G9a. Q96KQ7. G9a H3K9 monomethylation, AlphaScreen, 2 h. Potency, µM (titrated, usually from 102 µM), for the others: at the highest dose activity, negative = inhibition, most hits filed as inhibitors. hit rate 8.8% among 350,000; note: % is set by controls: 0 for no effect and ±100 for the full control effect; nearly all actives have a fitted effect of over 75% in size
#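 Using a bead-based AlphaScreen, monomethylated H3K9 product from 2 h room-temperature reactions (G9a 20 nM, peptide 500 nM, SAM 20 uM) was detected with 0.5 ug/mL rabbit anti-H3K9me1 antibody.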
# PGK inhibitor: inhibitors of T. brucei phosphoglycerate kinase; PGK/GAPDH coupled, Kinase-Glo luminescence, 60 min; Potency, µM (top dose mostly 57.5 µM), inactives show top-dose activity change, negative = inhibition, hits mostly inhibitors; hit rate 0.043% among 380,000; note: % is set by controls: 0 for no effect and ±100 for the full control effect; nearly all actives have a fitted effect of over 60% in size
#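 Recombinant glycosomal PGK reaction used 1,3-bisphosphoglycerate generated in-well by GAPDH (100nM final) in 100mM TEA pH 7.6, 5mM MgCl2, 0.01% Tween-20. After 60 minutes at room temperature, ATP was read by Kinase-Glo Plus luminescence end-point.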
# JMJD2A Tudor: JMJD2A Tudor domain (human) inhibition; O75164; AlphaScreen JMJD2A-Tudor / H3K4me3 peptide binding; Potency, µM (titrated, usually from 114 µM), without a hit: at the highest dose activity change, negative = inhibition, actives largely listed as inhibitors; hit rate 4.4% among 390,000; note: % is set by controls: 0 for no effect and ±100 for the full control effect; nearly all actives have a fitted effect of over 50% in size
# BAZ2B inh: blocks human BAZ2B; hit rate 4.4% among 360,000; AlphaScreen BAZ2B-H3K14Ac peptide displacement; AID 504333; Potency, µM (highest dose often 114 µM), without a hit: at the top dose activity change, negative = inhibition, most hits filed as inhibitors; note: % is set by controls: 0 for no effect and ±100 for the full control effect; nearly all actives have a fitted effect of over 60% in size
#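 AlphaScreen displacement: compounds (up to 110uM) incubated 30 min at room temperature with a preformed 50 nM BAZ2B/50 nM biotinylated H3K14Ac peptide complex in PBS pH 7.4 with Tween-20. Donor and acceptor beads at 10 ug/mL final added, 20 min light-protected before reading.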
# Pol iota inh: DNA polymerase iota (human) inhibition. Pol iota fluorescent replication assay, 10 min. Potency, µM (series often up to 115 µM), without a hit: at the highest dose activity, negative = inhibition, actives largely listed as inhibitors. hit rate 1% among 390,000
#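 Pol iota at 10 nM preincubated 15 min with compounds at room temperature; reaction started with fluorescent substrate, 50 nM final. Fluorescence read kinetically at 0 and 10 min; buffer-only wells as negative control.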
# Pin1 inh: human Pin1 inhibition. Potency, µM (titrated, usually from 115 µM), for inactives: at the highest dose activity, negative = inhibition, actives largely listed as inhibitors. Q13526. hit rate 0.009% among 390,000. Pin1 FP peptide displacement, HiFluor488, 10 min; active = well fitted inhibition curve with a large enough effect in the polarisation, with a control signal flat, not every such curve was filed as active; inconclusive = small, poorly fitted or top-dose-only effect, or effect the other way, or a change in a side signal; inactive = no such curve, though single readings can be large or run the other way; the % refers to the polarisation; note: % is set by controls: 0 for no effect and ±100 for the full control effect
# BLM helicase inh: Bloom syndrome helicase (human) inhibition | P54132 | recombinant BLM DNA unwinding, fluorescence dequenching | Potency, µM (titrated, usually from 56.1 µM), for inactives: at the highest dose activity change, negative = inhibition, most hits filed as inhibitors | hit rate 0.2% among 350,000 | AID 2528;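 note: plate controls were vehicle for no effect and no enzyme for full effect; nearly all actives have a fitted effect of over 35% in size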
# Target sequence (P54132 whole entry, looked up): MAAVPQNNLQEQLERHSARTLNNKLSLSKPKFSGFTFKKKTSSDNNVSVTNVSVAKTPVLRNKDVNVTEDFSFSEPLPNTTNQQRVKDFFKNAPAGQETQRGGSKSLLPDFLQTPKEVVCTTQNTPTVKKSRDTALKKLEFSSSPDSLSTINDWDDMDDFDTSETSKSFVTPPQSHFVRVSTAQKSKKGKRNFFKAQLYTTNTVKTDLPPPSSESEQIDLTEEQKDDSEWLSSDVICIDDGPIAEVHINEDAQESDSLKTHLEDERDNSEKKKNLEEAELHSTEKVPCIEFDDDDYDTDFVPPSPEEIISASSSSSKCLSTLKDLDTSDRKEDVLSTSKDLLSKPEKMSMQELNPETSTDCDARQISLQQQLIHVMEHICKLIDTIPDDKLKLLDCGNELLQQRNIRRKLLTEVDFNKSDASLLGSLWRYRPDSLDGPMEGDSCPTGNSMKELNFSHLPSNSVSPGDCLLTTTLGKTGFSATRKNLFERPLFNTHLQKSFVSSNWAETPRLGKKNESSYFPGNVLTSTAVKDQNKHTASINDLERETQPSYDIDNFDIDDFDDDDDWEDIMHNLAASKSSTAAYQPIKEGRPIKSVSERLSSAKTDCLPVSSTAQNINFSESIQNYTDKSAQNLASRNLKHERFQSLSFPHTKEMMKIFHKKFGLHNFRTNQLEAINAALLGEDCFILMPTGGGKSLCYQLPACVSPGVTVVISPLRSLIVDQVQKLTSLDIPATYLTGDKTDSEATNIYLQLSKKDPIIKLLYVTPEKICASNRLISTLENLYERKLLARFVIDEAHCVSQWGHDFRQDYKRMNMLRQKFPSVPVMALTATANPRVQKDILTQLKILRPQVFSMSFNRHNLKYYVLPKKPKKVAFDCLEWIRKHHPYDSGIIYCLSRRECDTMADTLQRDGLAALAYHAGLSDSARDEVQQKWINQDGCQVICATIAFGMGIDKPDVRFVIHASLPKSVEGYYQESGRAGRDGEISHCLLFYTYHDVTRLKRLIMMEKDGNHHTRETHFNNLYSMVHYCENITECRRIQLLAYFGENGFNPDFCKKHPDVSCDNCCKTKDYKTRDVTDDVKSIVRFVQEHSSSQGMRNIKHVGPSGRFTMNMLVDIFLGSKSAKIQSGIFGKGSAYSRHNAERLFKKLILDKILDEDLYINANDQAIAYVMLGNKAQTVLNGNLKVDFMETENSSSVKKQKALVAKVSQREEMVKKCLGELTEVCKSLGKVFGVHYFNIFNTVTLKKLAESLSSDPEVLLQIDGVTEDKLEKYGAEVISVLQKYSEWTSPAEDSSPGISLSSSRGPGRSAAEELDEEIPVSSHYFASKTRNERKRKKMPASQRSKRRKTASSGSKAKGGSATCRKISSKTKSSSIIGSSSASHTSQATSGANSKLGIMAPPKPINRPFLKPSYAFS
# GLS inhibitor: blocks human kidney-isoform glutaminase activity; GLS enzymatic activity, qHTS titration; hit rate 0.21% among 410,000; AID 624170; Potency, µM (highest dose often 45.5 µM), inactives show at the highest dose activity change, negative = inhibition, hits mostly inhibitors; O94925; note: % is set by controls: 0 for no effect and ±100 for the full control effect
#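 hKGA; 45 mM KH2PO4 pH 8.2 + 0.02% Tween-20; cpd via pin tool; 1 mM Gln soln; GluOx/HRP/Amplex Red; RT 30 min; fluor. t0 & final.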
# * = called active by the depositor; i = inactive; ? = inconclusive; / = no result given; [ ] = dose if it differs, or a comment. Unless noted, calls come from the whole dose curve; as a rule, active = well fitted curve in the direction sought with a large enough effect; inconclusive = small, poorly fitted or top-dose-only effect, or another doubt; inactive = no such curve, though single readings can be large; an effect the other way counts as inactive or inconclusive. Potency is the fitted concentration of half-maximal effect. Only part of the results is shown. The share of hits here may be higher or lower than overall.
item	Structure	HP1b chromo inh	BAZ2B inh	Pol iota inh	G9a block	Pin1 inh	BLM helicase inh	GLS inhibitor	PGK inhibitor	JMJD2A Tudor
1	Cc1nn2c(=O)cc(COC(=O)c3ccccc3NC(=O)C(C)Oc3ccccc3)nc2s1 (stereo unspecified)	39.7%	-7.5%	10.8%	?	-0.5%	0.4%	-4.8%	10.3%	6.0%
2	O=C(COC(=O)[C@H](Cc1ccccc1)NC(=O)c1cccs1)NC1CC1	20.0%	3.9%	11.2%	22.0%	-13.1%	4.4%	14.5%	-5.1%	-15.1%
3	Cc1cc2ncn(S(=O)(=O)N3CCCCC3)c2cc1C	13.7%	-1.9%	-9.2%	-36.5%	-3.4%	-12.0%	2.6%	i	-15.7%
4	O=c1c2c3c(sc2ncn1/N=C/c1cccnc1)CCCC3	22.9%	-5.0%	56.0%[activator]	1.0%	-3.6%	0.0%	-8.7%	-7.5%	-9.7%
5	Cc1cc(C)nc(SCc2nnc(SCC#N)n2-c2cccc(Cl)c2)n1	6.7%	8.0%	-7.6%	11.7%[59 µM]	-4.1%	-10.3%	-0.3%	/	-12.9%
6	Cc1nc(-c2ccc(F)cc2)sc1CCNC(=O)c1ccc(C(C)(C)C)cc1	15.6%	-4.2%	?	-26.1%[59 µM]	-2.2%	-10.4%	-15.1%	-2.8%	-14.2%
7	Cc1cccc2nc(-c3cccnc3)c(Nc3ccccc3)n12	15.0%	/	55.5%[activator]	-6.0%	-2.1%	2.5%	?	2.5%	-19.7%
8	O=C(NCCc1cnc[nH]1)c1ccc(-c2ccccc2)cc1	-6.1%	?	-20.6%	?	4.5%	0.6%	2.2%	-5.7%	?
9	COc1cc(CNc2ccc3c(c2)OCCO3)ccc1OCC(N)=O	7.1%	-16.1%	?	0.6%	-2.0%	-1.3%	29.7%	-1.3%	?
10	O=C(c1nc2ccccn2c1CNCCCn1cccn1)N1CCCC1	24.3%	3.6%	42.8%[activator]	5.9%	-6.7%	-5.4%	-1.7%	-3.9%	-10.2%
11	CC(=O)N1CCOc2ccc(S(=O)(=O)N3CC(C)CC(C)C3)cc21 (stereo unspecified)	20.7%	-6.1%	-19.2%	-0.7%[59 µM]	1.5%	-2.1%	-5.4%	-0.2%	-8.1%
12	CC(NCCc1ccc(S(N)(=O)=O)cc1)C(=O)NCc1ccccc1 (stereo unspecified)	51.1%[activator]	14.0%	13.7%	-13.2%	0.9%	-0.9%	16.4%	7.0%	-10.3%
13	Cc1ccccc1NC(=O)C1C2CC/C=C\CCC21 (stereo unspecified)	39.3%	1.1%	2.2%	-13.7%[59 µM]	-6.6%	-0.4%	-2.3%	-3.5%	-25.0%
14	COc1ccc(CN2CCCC(N3CCN(c4cccc(Cl)c4)CC3)C2)cc1OC (stereo unspecified)	10.8%	?	19.4%	3.7%	-1.1%	1.5%	12.4%	-6.6%	-28.2%
15	Cc1nnc(NC(=O)c2cccc(S(=O)(=O)N3CCOCC3)c2)s1	35.1%	2.4%	-6.9%	20.5%[12.7 µM]	20.2%	3.8%	4.7%	i	5.8%
16	CCOc1ccccc1NC(=O)C(=O)CC(=O)c1cccc(OC)c1	17.4%	-18.0%	?	-3.1%	5.7%	-9.4%	14.4%	i	-20.3%
17	Cc1nn(C)cc1C(=O)NNC(=S)Nc1ccccc1	34.8%	6.7%[57.1 µM]	-2.2%	?	0.2%	-3.8%	37.8%[activator]	-2.0%	-17.9%
18	NC(=O)C1Cc2ccccc2CN1C(=O)c1cccc(Oc2ccccc2)c1 (stereo unspecified)	-2.4%	-11.0%	32.0%[activator]	17.8%	-3.0%	-14.7%	-3.0%	-0.5%	-20.4%
19	CCOC(=O)[C@H]1[C@H]2COc3ccccc3[C@@H]2N2C(=O)CN(Cc3ccccc3)C(=O)[C@@]12C	22.6%	/	15.8%	/	2.8%	/	1.7%	-9.5%	-18.7%
20	Cc1cccc(NC(=O)c2cccc([N+](=O)[O-])c2O)c1C	-4.0%	/	-6.6%	/	-8.6%	/	20.4%	-3.3%	-32.6%

# Continued.
item	Structure	HP1b chromo inh	BAZ2B inh	Pol iota inh	G9a block	Pin1 inh	BLM helicase inh	GLS inhibitor	PGK inhibitor	JMJD2A Tudor
21	O=C(CN1C(=O)/C(=C\c2ccc(F)cc2)Oc2ccccc21)N1CCN(c2ccccn2)CC1	23.7%	8.1%	20.8%	0.7%[59 µM]	2.5%	-1.1%	22.2%	14.6%	0.7%
22	O=C(Cc1ccc(Cl)cc1)Nc1ccccc1C(=O)N1CCCC1	13.2%	-10.6%	20.5%	/	-13.3%	0.8%	4.8%	-3.1%	0.0%
23	COC(=O)c1ccccc1NC(=O)c1nc(S(=O)(=O)Cc2cccc(C)c2)ncc1Cl	36.6%	-2.9%	-2.7%	-2.2%[59 µM]	-0.9%	2.7%	-3.0%	9.0%	-14.8%
24	CCOC(=O)CC(=O)Nc1ccc(C)cc1	22.4%	-20.5%	56.9%[activator]	-41.8%	-11.7%	1.5%	0.8%	i	-12.3%
25	CCc1nc2sc3c(c2c(=O)n1N)CCC3	37.9%	-1.2%	1.9%	-24.6%	4.4%	-5.6%	21.7%	7.1%	-3.8%
26	CCCC1=NN(C(=O)Cc2ccc([N+](=O)[O-])cc2)C(O)(C(F)(F)F)C1 (stereo unspecified)	-17.3%	/	54.2%[activator]	-38.8%	-7.2%	1.2%	26.2%	-3.1%	-25.4%
27	Cc1cc(C(F)(F)F)nn1Cc1n[nH]c(=S)n1-c1ccc(F)cc1	21.3%	-32.3%	8.7%	10µM*	-5.9%	-7.2%	5.6%	i	-29.4%[57.1 µM]
28	CCOc1ccc(NS(=O)(=O)c2ccc(C(=O)N3CCCCC3)cc2)cc1	34.2%	-12.6%	37.7%[activator]	?	-18.4%	1.4%	-2.6%	-8.9%	-10.3%
29	Cn1c(=O)c2c(nc(N3CCCC3)n2CC(O)CO)n(C)c1=O (stereo unspecified)	22.5%	-8.7%	24.2%	-4.0%[12.7 µM]	-16.2%	-3.0%	0.4%	-0.7%	0.0%
30	Cc1nc(C)c(C(=O)N2CCCC(CCC(=O)NCc3ccc(F)c(F)c3)C2)s1 (stereo unspecified)	36.6%	3.1%	14.9%	9.8%	-8.3%	-1.4%	0.8%	-1.8%	0.0%
31	CC(=O)Nn1cnc2c(c1=O)C1(CCCC1)Cc1ccccc1-2	18.8%	0.7%	0.7%	0.6%	10.6%	-4.4%	3.8%	-2.2%	-3.8%
32	Cc1cc(C)c2nc(N(CCN(C)C)C(=O)c3ccc4ccccc4c3)sc2c1	-12.0%	?	2.8%	39.8µM*	-8.7%	3.8%	4.6%	0.0%	39.8µM*
33	Cc1cccc(-c2cc3nc(C)cc(N4CC(C)CC(C)C4)n3n2)c1 (stereo unspecified)	37.3%	67.1%[activator]	-4.6%	-13.8%[59 µM]	-0.6%	-8.1%	-4.2%	-1.7%	3.8%
34	Cc1ccccc1/C=C/c1cccc[n+]1C	21.7%	-35.0%	12.3%	?	-1.0%	-0.7%	-3.0%	-5.0%	-5.0%
35	CCOC(=O)CC(NC(=O)c1cc2cc(OC)ccc2oc1=O)c1ccc(OC)cc1 (stereo unspecified)	24.7%	-4.7%	-11.1%	-28.0%[59 µM]	-10.8%	-3.6%	-12.9%	3.1%	6.3%
36	O=C(Nc1ccc(NC(=O)C2CC2)nc1)c1ccccn1	17.3%	?	22.0%	31.6µM*	-1.4%	-0.1%	8.4%	-13.2%	44.7µM*
37	COc1ccc(-c2sc3ccc(OC)cc3c2C#Cc2cncn2C)cc1	9.9%	/	?	/	2.9%	/	1.0%	-7.5%	?
38	Cc1ccc(/C=N\NC(=O)C2COc3cc4ccccc4cc3O2)o1 (stereo unspecified)	0.3%	-34.3%[57.1 µM]	2.7%	46.0%[0.501 µM]	5.8%	-1.6%	20.9%	2.2%	-26.0%
39	CCN(CC)CCNC(C(=O)Nc1cc(C(F)(F)F)ccc1Cl)c1ccccc1 (stereo unspecified)	31.7%	?	0.9%	10µM*	3.0%	5.3%	1.5%	3.1%	-7.5%
40	CC(C)(C)OC(=O)N1CCC(C(=O)Nc2ccc3c(c2)CCC3)CC1	22.9%	8.7%	-14.9%	-7.5%[2.33 µM]	?	/	-3.9%	3.4%	3.6%

# Individual results from above.
# BAZ2B inh result of cpd 13 = 1.1%
# Pin1 inh result of cpd 14 = -1.1%
# BLM helicase inh result of cpd 25 = -5.6%
# BAZ2B inh result of cpd 31 = 0.7%

# Three compounds already listed, ordered by their value in PGK inhibitor, rising.
No.	smiles	HP1b chromo inh	BAZ2B inh	Pol iota inh	G9a block	Pin1 inh	BLM helicase inh	GLS inhibitor	PGK inhibitor	JMJD2A Tudor
37	COc1ccc(-c2sc3ccc(OC)cc3c2C#Cc2cncn2C)cc1	9.9%	/	?	/	2.9%	/	1.0%	-7.5%	?
30	Cc1nc(C)c(C(=O)N2CCCC(CCC(=O)NCc3ccc(F)c(F)c3)C2)s1 (stereo unspecified)	36.6%	3.1%	14.9%	9.8%	-8.3%	-1.4%	0.8%	-1.8%	0.0%
33	Cc1cccc(-c2cc3nc(C)cc(N4CC(C)CC(C)C4)n3n2)c1 (stereo unspecified)	37.3%	67.1%[activator]	-4.6%	-13.8%[59 µM]	-0.6%	-8.1%	-4.2%	-1.7%	3.8%

# Remaining list, next part.
item	Structure	HP1b chromo inh	BAZ2B inh	Pol iota inh	G9a block	Pin1 inh	BLM helicase inh	GLS inhibitor	PGK inhibitor	JMJD2A Tudor
41	Cc1ccc(CN2CCN(/N=C/c3cccs3)CC2)cc1	?	44.7µM*	8.7%	?	1.1%	0.0%	-5.5%	3.2%	-25.2%[57.1 µM]
42	Cc1cc(C)c(/C=N/NC(=O)c2nnn(-c3nonc3N)c2COc2ccc(F)cc2)c(C)c1	21.4%	-3.8%	109.6%[activator]	-0.4%[59 µM]	18.1%	-15.2%	-10.0%	-9.1%	-18.1%
43	O=C(CCN1CCCC1)Nc1cccc(Br)c1	45.3%[activator]	-26.9%	1.9%	-39.2%[12.7 µM]	?	-4.0%	7.4%	-4.0%	-3.5%
44	O=C(CSc1nnc(NC(=O)c2c(F)cccc2F)s1)NCc1ccc(F)cc1	32.1%	12.2%	9.1%	?	1.2%	/	12.2%	8.6%	-3.4%
